# MLL CXXC-DNA inh – blocks binding of human MLL CXXC domain to DNA. Q03164. MLL-CXXC / FITC-HOXA9 DNA fluorescence polarization. Potency, µM (highest dose often 115 µM), inactives show at the highest dose activity change, negative = inhibition, most hits filed as inhibitors. 0.037% of 290,000 active. AID 2662; active = well fitted inhibition curve with a large enough effect in the polarisation, with a control signal flat, not every such curve was filed as active; inconclusive = small, poorly fitted or top-dose-only effect, or effect the other way, or a change in a side signal; inactive = no such curve, though single readings can be large or run the other way; the % refers to the polarisation; also: potency is read from the fitted curve at half-maximal effect
#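 Purified MLL-CXXC (added from a 7 uM solution) was preincubated 5 min at ambient with pinned compounds in 50 mM Tris-HCl pH 7.5, 50 mM NaCl, 1 mM DTT, 0.05% BSA. Fluorescein-labeled HOX-A9 DNA (50 nM solution) followed, 30 min, then polarization read.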
# Tb PFK inh – blocks T. brucei phosphofructokinase. O15648. Potency, µM (top dose mostly 57.5 µM), for inactives: at the highest dose activity, negative = inhibition, actives largely listed as inhibitors. 0.17% of 330,000 active. T. brucei PFK, ADP-Glo luminescence. AID 485367;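 also: potency is read from the fitted curve at half-maximal effect; 0% = uninhibited 1x PFK enzyme wells and -100% = no-enzyme wells; nearly all actives have a fitted effect of over 60% in size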
# Target sequence (O15648 whole entry, looked up): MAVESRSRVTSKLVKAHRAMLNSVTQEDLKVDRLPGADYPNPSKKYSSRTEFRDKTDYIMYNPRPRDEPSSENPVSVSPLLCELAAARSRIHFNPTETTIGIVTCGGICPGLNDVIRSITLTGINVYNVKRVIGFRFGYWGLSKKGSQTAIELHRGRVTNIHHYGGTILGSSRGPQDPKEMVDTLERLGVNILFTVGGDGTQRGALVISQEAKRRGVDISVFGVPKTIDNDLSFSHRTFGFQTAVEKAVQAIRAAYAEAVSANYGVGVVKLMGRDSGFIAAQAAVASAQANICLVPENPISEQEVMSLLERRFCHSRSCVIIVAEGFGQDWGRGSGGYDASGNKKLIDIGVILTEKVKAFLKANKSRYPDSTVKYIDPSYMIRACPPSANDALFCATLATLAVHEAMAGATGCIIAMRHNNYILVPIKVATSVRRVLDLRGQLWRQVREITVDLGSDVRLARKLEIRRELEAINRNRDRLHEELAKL
#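 ADP-Glo luminescence quantified ADP after 45 min at room temperature, with 1.25 nM T. brucei PFK, 0.1 mM ATP and 0.5 mM fructose-6-phosphate in pH 8.0 TEA buffer. qHTS titrations up to 57 µM; curves classified by quality.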
# GALK inhibitor – galactokinase (human) inhibition. 0.007% of 270,000 active. P51570. AID 1868. Purified GALK, Kinase-Glo residual ATP luminescence. Potency, µM (highest dose often 57.5 µM), for the others: at the highest dose activity change, negative = inhibition, most hits filed as inhibitors; also: potency is read from the fitted curve at half-maximal effect; % is scaled to controls: 0 for no effect and ±100 for the full control effect
# Target sequence (P51570 whole entry, looked up): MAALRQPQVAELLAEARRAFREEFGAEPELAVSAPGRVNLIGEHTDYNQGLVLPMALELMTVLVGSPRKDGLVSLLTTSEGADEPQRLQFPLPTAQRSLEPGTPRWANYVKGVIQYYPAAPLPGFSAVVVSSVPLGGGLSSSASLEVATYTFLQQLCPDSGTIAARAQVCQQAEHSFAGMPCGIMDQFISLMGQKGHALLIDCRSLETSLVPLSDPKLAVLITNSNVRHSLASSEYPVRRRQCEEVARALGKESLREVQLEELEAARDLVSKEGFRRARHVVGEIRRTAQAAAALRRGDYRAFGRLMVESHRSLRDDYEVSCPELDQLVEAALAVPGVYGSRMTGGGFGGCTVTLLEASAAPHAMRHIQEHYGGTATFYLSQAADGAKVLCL
#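 5 nM enzyme, 35 uM ATP, 100 uM galactose, 20 mM HEPES pH8.0, 5 mM MgCl2; 1 h RT; residual ATP by Kinase-Glo Plus luminescence, qHTS format.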
# TSHR antagonist – blocks TSH signaling through the human TSH receptor; P16473; TSHR-expressing cells, TSH-stimulated cAMP HTRF, 2 h; stronger effect = lower value; activity change, negative = inhibition, % at 11.5 µM; 0.2% of 330,000 active;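 active = activity change below a set negative limit, meaning inhibition stronger than a set level, cut at about -70% in these data; inconclusive = activity change between two set negative limits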; also: % is scaled to controls: 0 for no effect and ±100 for the full control effect
#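 Antagonism was scored as loss of TSH-driven cAMP in TSHR cells, stimulated with 4nM TSH (EC80) for 2 hours at 37 deg C and detected by homogeneous HTRF competition immunoassay.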
# AT treatment – candidate therapy for ataxia-telangiectasia; […] A-T fibroblasts, KAP-1 phosphorylation AlphaLISA; neocarzinostatin DNA damage 30 min before lysis; Potency, µM (series often up to 57.5 µM), without a hit: at the top dose activation, most hits filed as activators; 0.19% of 320,000 active; AID 485349; also: potency is read from the fitted curve at half-maximal effect; % of control where 0% means no effect; nearly all actives have a fitted effect of over 45% in size
#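 hTERT-immortalized A-T patient fibroblasts ([…]), 500 cells/well in OPTI-MEM, 1% FBS, got compounds for 60 min, then NCS for 30 min at 37C. Lysates were then assayed for phospho-KAP-1 by AlphaLISA (anti-pKAP1 donor, anti-KAP1 acceptor beads), 6 hr at 25C.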
# Giardia killer – kills Giardia lamblia; 0.15% of 340,000 active; AID 540267; activity change, % at 7.66 µM, hits read low; Giardia lamblia trophozoite viability; in the data active = activity change below about -80%; inconclusive = between about -30% and that limit;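 also: parasites exposed to compound for two days anaerobically before the ATP read; % is scaled to controls: 0 for no effect and ±100 for the full control effect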
#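 Trophozoites 100 cells/well + cpd; 48 hrs, 37 deg C, anaerobic. ATPLite 1-Step added, 15-30 min RT, luminescence read (ATP-based viability).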
# BCR signal inh – inhibitors of chronic active B-cell receptor signaling. ABC-DLBCL IkBa-CBG/CBR reporter, luminescence ratio, 4 h. 0.05% of 340,000 active. AID 493014. Potency, µM (titrated, usually from 46.1 µM), inactives show top-dose ratio change, negative = lower green/red ratio, hits mostly inhibitors; active = well fitted inhibition curve with a large enough effect in the signal ratio, with a control signal flat, not every such curve was filed as active; inconclusive = small, poorly fitted or top-dose-only effect, or effect the other way, or a change in a side signal; the % refers to the signal ratio;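 also: potency is read from the fitted curve at half-maximal effect; plate controls were basal doxycycline-induced cells for no effect and cells given 10 µM MG132 for full effect; MG132 reads +100%, hits lower the ratio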
#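 TMD8 human ABC-DLBCL cells with doxycycline-inducible IκBα–green luciferase fusion and unfused red luciferase, in 0.5% FBS medium; compounds up to 46 uM, 4 h at 37C. Green/red luminescence ratio, filter-overlap corrected, fitted to concentration-response curves.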
# FBPA coupling cs – counter-screen for Giardia aldolase inhibitors: coupling enzyme system; coupling enzyme system counterscreen, AmpLite Red fluorescence; activity change, negative = inhibition, % at 58.2 µM, hits read low; 0.67% of 290,000 active; in the data active = activity change below about -30%; also: % is scaled to controls: 0 for no effect and ±100 for the full control effect
#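 Activity here indicates interference with the coupling reaction, not aldolase inhibition. Compounds at 57.5 uM final met coupling enzymes for 10 min at RT; substrate and AmpLite Red detection followed, with a 525/598 nm fluorescence read after 20 min.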
# TCR activator – activators of T cell receptors; primary human leukocytes, anti-CD3, IL-2 HTRF, 48 h; Potency, µM (highest dose often 9.22 µM), without a hit: at the highest dose activation of IL-2 secretion, most hits filed as activators; 330,000 tested, under 10 active; AID 504894; also: % of control where 0% means no effect
#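 Primary human leukocytes incubated 48 hr with anti-CD3 beads plus compound, without co-stimulation. Secreted IL-2 measured by HTRF (europium cryptate/d2 anti-IL-2 pair, 320 nm excitation, 665 nm emission).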
# hERG WT inh – blocks the wildtype human KCNH2 potassium channel | Q12809 | U2OS, BacMam KCNH2, thallium flux FluxOr; stronger effect = lower value | activity change, % at 1.84 µM | 0.37% of 340,000 active;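 active = maximum activity change below -70%; inconclusive = maximum activity change between -70% and -50%; inactive = maximum activity change above -50%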; also: % is scaled to controls: 0 for no effect and ±100 for the full control effect
#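 U2OS cells transduced with wild-type KCNH2 virus are loaded with FluxOr dye for 45 min, and thallium flux is measured in kinetic reads before and after stimulation buffer. Rate constants are normalized to DMSO controls.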
# * marks the source's active call; other numbers are inactive results; ? = inconclusive; . = not tested or not shown; [ ] = another dose, or the depositor's remark. Unless noted, calls follow the shape of the dose curve; as a rule, active = well fitted curve in the direction sought with a large enough effect; inconclusive = small, poorly fitted or top-dose-only effect, or another doubt; inactive = no such curve, though single readings can be large; an effect the other way counts as inactive or inconclusive.
SMILES,MLL CXXC-DNA inh,Tb PFK inh,GALK inhibitor,TSHR antagonist,AT treatment,Giardia killer,BCR signal inh,FBPA coupling cs,TCR activator,hERG WT inh
NC(=O)CSc1nnc2n(-c3ccccc3)c(=O)c3c4c(sc3n12)CCCCC4,22%,5%,4%,6,-14%,10,-1%,1,-5%,7
COC(=O)c1ccccc1NC(=S)N1CCC(N2CCCCC2)CC1,3%,-7%,0%,3,-4%,-19,3%,5,-2%,17
COc1cc(C)nc(Nc2nc(C)c(C(C)=O)s2)n1,2%,1%,1%,-11,-3%,15,-1%,-1,-3%,-14
Cc1ccc(NC(=O)CCNS(=O)(=O)c2ccc(Br)s2)cc1,6%,-18%,0%,52,4%,5,?,-6,2%,-6
Cc1cc(Nc2ncc(Cl)cc2Cl)n(-c2ccccn2)n1,7%,3%,5%,-2,9%,3,5%,1,-8%,2
O=C(CN1CCN(c2ccccn2)CC1)Nc1cccc(Br)c1,-2%,?,6%,9,16µM*,0,-9%,0,5%,0
Cc1ccc(C)c(NC(=O)CN2C(=O)CC(C)S(=O)(=O)c3ccccc32)c1 (stereo not given),-4%,0%,2%,0,8%,12,-11%,1,3%,5
CSc1ccc(/C=C/C(=O)c2c(O)cc(C)oc2=O)cc1,-30%,0%,-2%,-10,0%,-3,3%,3,-2%,-3
Cc1ccc(S(=O)(=O)NCCCNc2ccc([N+](=O)[O-])cc2)cc1,1%,-13%,-1%,-8,1%,-3,?,-2,-7%,24
CCC(=O)NNc1ncnc2ccccc12,8%,-3%,-1%,3,3%,1,2%,2,-3%[46.1 µM],.
O=C(CCC(=O)N(CC(=O)NC1CCCC1)Cc1ccccc1)Nc1nccs1,17%,5%,5%,-5,1%,5,-1%,0,-1%,-7
CC(CNC(=O)c1cccs1)c1ccc([N+](=O)[O-])cc1 (stereo not given),1%,-25%,-2%,1,-1%,0,6%,5,-7%,-3
O=C(CSc1nnc(-c2csc3c2CCCC3)o1)Nc1ccccc1,-12%,-3%,2%,-1,6%,-14,?,1,-1%,7
Brc1c(CSc2nc3ccccc3o2)nc2ncccn12,1%,1%,0%,1,2%,-17,-2%,-3,1%,-13
COc1ccc(C(NC(=O)C(C)(C)C)NC(=O)C(C)(C)C)cc1,16%,0%,0%,2,-1%,18,1%,0,-2%[46.1 µM],-6
O=C(C[n+]1ccccc1)Nc1ccc(Cl)c([N+](=O)[O-])c1,-3%,-9%,-3%,-7,2%,21,1%,0,-3%,5
O=Cc1cn(CC(=O)N2CCCc3ccccc32)c2ccccc12,0%,-3%,-5%,-4,-1%,5,12%,3,2%[46.1 µM],-14
O=C(OCc1cc(=O)oc2cc(O)ccc12)c1cc(S(=O)(=O)N2CCOCC2)ccc1F,.,0%,.,-12,0%,-29,?,.,1%,5
COc1cccc(/C=N\NC(=O)Cn2nnc3ccccc32)c1O,-7%,-4%,-3%,-9,12%[11.5 µM],26,-4%,0,0%,-13
COc1ccc(-n2nnnc2SCC(=O)NCCc2ccc(OC)c(OC)c2)cc1,-8%,2%,0%,24,9%,-5,-1%,-1,1%,1
C/C(CCC1CC(C)OC1=O)=N\NC(N)=S (stereo not given),-3%,-1%,0%,13,?,-1,-19%,1,9%,8
COc1ccc(S(=O)(=O)NC2CCCC2)c(Cl)c1Cl,19%,7%,3%,-4,.,4,?,5,7%,-5
CCOc1ccccc1NC(=O)C1CCCN1C(=O)c1cccs1 (stereo not given),.,9%,.,12,7%,-22,5%,.,-2%,-3
O=C(OCc1cnc(Cl)s1)c1ccc(Cl)cc1,5%,0%,0%,3,-1%,-27,-1%,3,0%,-23
Cc1ccc(SCCN2CCC(C(C)(C)C)CCC2=O)cc1 (stereo not given),0%,0%,.,0,6%,21,22%,0,-14%,3
COc1ccc(S(=O)(=O)N(CC(=O)O)c2ccccc2)cc1,8%,1%,-1%,-4,2%,12,1%,9,-8%,34
Cc1ccc([C@H]2C(C(=O)O)=C[C@@H](C(C)(C)C)N2S(=O)(=O)c2ccc(C)cc2)cc1,.,6%,.,-11,9%,-20,-2%,.,-6%,-4
CCc1c(C)nc(N)n2c(SCC(=O)Nc3ccccc3OC)nnc12,-11%,2%,1%,8,-6%,3,?,-4,-2%,-15
CCOC(=O)C1CCCN(C(=O)CSc2ccc(NC(C)=O)cc2)C1 (stereo not given),15%,-5%,0%,1,2%,-28,-9%,3,-1%,-4
CCCN1CCN(CCCNC(=O)Cn2nc(-c3ccc(C)cc3)ccc2=O)CC1,4%,-2%,-2%,27,9%,11,0%,5,9%,16
COc1ccccc1N(CC(=O)Nc1cccnc1)S(=O)(=O)c1ccccc1,-6%,11%,-1%,3,0%,6,?,0,-1%,-24
CC(=O)c1c(C)[nH]c(C(=O)COC(=O)C2(C)CC2(Cl)Cl)c1C (stereo not given),.,3%,.,.,6%,29,1%,.,-6%,-7
COC(=O)c1cc(S(=O)(=O)NCC(C)c2ccccc2)cn1C (stereo not given),-2%,2%,11%,23,2%,14,-1%,-5,-8%,-25
COC(=O)C1CCN(C(=O)COC(=O)c2ccc(N3CCCC3=O)cc2)CC1,.,-1%,.,-4,0%,?,7%,.,.,6
Cc1ccc(C(=O)OC(C)C(=O)NC2CCCCC2)cc1S(=O)(=O)N1CCCCC1 (stereo not given),.,-7%,.,-1,4%,-8,0%,.,.,16
COc1ccc(CN2CCNC(=O)C2CC(=O)NCCc2nc(C)c3c(n2)CCC3)cc1C (stereo not given),5%,3%,1%,1,4%,-6,-7%,-6,-6%,-1
CC(=O)c1sc(NC(=O)c2ccc(C)c(C)c2)nc1C,1%,-5%,-1%,-11,0%,?,9%,1,-1%,-18
CC1CCCCN1C(=O)Nc1ccccc1Cl (stereo not given),-1%,-20%,3%,38,3%,13,-13%,0,-1%,-13

# Grouped by structure: the compounds so far containing an aryl thioether with sulfur outside any ring
SMILES,MLL CXXC-DNA inh,Tb PFK inh,GALK inhibitor,TSHR antagonist,AT treatment,Giardia killer,BCR signal inh,FBPA coupling cs,TCR activator,hERG WT inh
NC(=O)CSc1nnc2n(-c3ccccc3)c(=O)c3c4c(sc3n12)CCCCC4,22%,5%,4%,6,-14%,10,-1%,1,-5%,7
CSc1ccc(/C=C/C(=O)c2c(O)cc(C)oc2=O)cc1,-30%,0%,-2%,-10,0%,-3,3%,3,-2%,-3
O=C(CSc1nnc(-c2csc3c2CCCC3)o1)Nc1ccccc1,-12%,-3%,2%,-1,6%,-14,?,1,-1%,7
Brc1c(CSc2nc3ccccc3o2)nc2ncccn12,1%,1%,0%,1,2%,-17,-2%,-3,1%,-13
COc1ccc(-n2nnnc2SCC(=O)NCCc2ccc(OC)c(OC)c2)cc1,-8%,2%,0%,24,9%,-5,-1%,-1,1%,1
Cc1ccc(SCCN2CCC(C(C)(C)C)CCC2=O)cc1 (stereo not given),0%,0%,.,0,6%,21,22%,0,-14%,3
CCc1c(C)nc(N)n2c(SCC(=O)Nc3ccccc3OC)nnc12,-11%,2%,1%,8,-6%,3,?,-4,-2%,-15
CCOC(=O)C1CCCN(C(=O)CSc2ccc(NC(C)=O)cc2)C1 (stereo not given),15%,-5%,0%,1,2%,-28,-9%,3,-1%,-4
